Compound activity deposited in PubChem by National Center for Advancing Translational Sciences (NCATS).
TrxR1 substrate: qHTS Assay for Substrates of Mammalian Selenoprotein Thioredoxin Reductase 1 (TrxR1): qHTS. Thioredoxin reductase 1, cytoplasmic (Rattus norvegicus), O89049. purified TrxR1 substrate turnover, NADPH consumption readout. Potency, µM (doses to about 114 µM), for the others: at the highest dose activity change, negative = substrate turnover. 0.01% of 390,000 active; note: potency is the fitted concentration of half-maximal effect; % is set by controls: 0 for no effect and ±100 for the full control effect; nearly all actives have a fitted effect of over 50% in size
Target sequence (O89049 whole entry, looked up): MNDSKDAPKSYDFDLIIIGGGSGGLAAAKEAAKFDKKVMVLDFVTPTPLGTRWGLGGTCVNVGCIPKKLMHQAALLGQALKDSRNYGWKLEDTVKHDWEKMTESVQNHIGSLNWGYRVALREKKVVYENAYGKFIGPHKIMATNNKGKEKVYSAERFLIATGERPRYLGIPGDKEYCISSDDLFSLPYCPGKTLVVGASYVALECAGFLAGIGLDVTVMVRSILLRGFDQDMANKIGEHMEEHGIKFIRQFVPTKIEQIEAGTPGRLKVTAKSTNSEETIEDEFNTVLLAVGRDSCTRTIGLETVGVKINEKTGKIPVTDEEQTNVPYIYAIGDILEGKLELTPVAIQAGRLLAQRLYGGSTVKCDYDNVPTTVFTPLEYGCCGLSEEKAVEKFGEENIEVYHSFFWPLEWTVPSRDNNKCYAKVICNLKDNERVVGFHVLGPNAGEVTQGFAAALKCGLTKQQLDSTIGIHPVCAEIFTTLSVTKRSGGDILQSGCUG
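Rat TrxR1, dispensed at 90 nM, was prereduced with 400 uM NADPH (final) for 5 min at ~22 deg C, then incubated with compound 15 min before 400 uM selenite. A first-read NADPH fluorescence drop versus no-compound background flagged substrates.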
LDHA inh: qHTS assay for inhibitors of human lactate dehydrogenase. activity change, % (values are at about 110 or 230 µM). 0.15% of 480,000 active. purified LDHA, NADH/diaphorase-resazurin fluorescence; active compounds read low. L-lactate dehydrogenase A chain (Homo sapiens), P00338; in the data active = activity change below about -30%; inconclusive = mostly about -25% to -30%;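 note: plate controls were DMSO wells for no effect and wells without enzyme for full effect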
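LDH5 2 nM; NADH 0.06 mM, pyruvate 0.2 mM; 200 mM Tris pH 7.4, EDTA, Tween-20; 5 min RT. Detection: diaphorase 0.133 mg/mL + resazurin 37 µM, fluorescence ex540/em590 at 0 and 20 min; normalized to enzyme-free and DMSO wells.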
mIDH1 inhibitor: qHTS for Inhibitors of mutant isocitrate dehydrogenase 1 (IDH1): qHTS; IDH1-R132H enzyme, NADPH consumption, diaphorase/resazurin fluorescence; Potency, µM (top dose mostly 76.6 µM), for the others: at the top dose activity change, negative = inhibition, actives largely listed as inhibitors; 0.093% of 390,000 active; note: potency is the fitted concentration of half-maximal effect; % is set by controls: 0 for no effect and ±100 for the full control effect; nearly all actives have a fitted effect of over 65% in size
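IDH1-R132H (0.5 ug/mL dispensed) in pH 7.5 Tris buffer was preincubated 30 min with compound, then given a substrate mix of 0.016 mM NADPH and 2 mM alpha-KG for 80 min at room temperature; remaining NADPH was read by diaphorase/resazurin fluorescence.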
Vif-APOBEC3F blk: qHTS for Inhibitors of Vif-A3F Interactions: qHTS; Potency, µM (titrated, usually from 46.1 µM), without a hit: top-dose activity, negative = active; 0.2% of 390,000 active; HeLa A3F-eYFP + Vif (tagged APOBEC3F with the HIV-1 protein that degrades it), YFP fluorescence increase; AID 602313, 2012; note: potency is the fitted concentration of half-maximal effect; % of control where 0% means no effect; nearly all actives have a fitted effect of over 65% in size
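Fluorescence increase (Ex 488/Em 500-530) after overnight compound treatment at 37 deg C flags inhibition of Vif-driven A3F-eYFP loss in stable HeLa A3F-eYFP/Vif cells seeded overnight beforehand.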
Vif-A3G inh: qHTS for Inhibitors of Vif-A3G Interactions: qHTS; 0.076% of 410,000 active; HeLa A3G-eYFP + Vif (tagged APOBEC3G with the HIV-1 protein that degrades it), YFP fluorescence, overnight; Potency, µM (doses to about 46.1 µM), without a hit: at the top dose activity, negative = active, most hits filed as inhibitors; DNA dC->dU-editing enzyme APOBEC-3G (Homo sapiens), Q9HC16;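 note: potency is the fitted concentration of half-maximal effect; % is set by controls: 0 for no effect and ±100 for the full control effect; nearly all actives have a fitted effect of over 60% in size; hits raise eYFP signal because A3G escapes Vif-driven loss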
Target sequence (Q9HC16 whole entry, looked up): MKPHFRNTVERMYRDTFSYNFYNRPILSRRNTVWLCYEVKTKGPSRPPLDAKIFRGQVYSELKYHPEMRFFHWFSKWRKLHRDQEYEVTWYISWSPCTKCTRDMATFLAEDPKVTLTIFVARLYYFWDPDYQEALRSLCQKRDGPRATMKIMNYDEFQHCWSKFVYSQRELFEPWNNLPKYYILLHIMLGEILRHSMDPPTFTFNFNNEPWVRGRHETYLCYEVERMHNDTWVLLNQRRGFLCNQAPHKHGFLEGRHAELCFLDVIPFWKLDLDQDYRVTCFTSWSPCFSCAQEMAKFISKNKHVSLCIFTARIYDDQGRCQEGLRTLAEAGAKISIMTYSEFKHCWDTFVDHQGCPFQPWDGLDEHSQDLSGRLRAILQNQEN
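HeLa cells stably expressing Vif and C-terminally eYFP-tagged A3G, seeded overnight at 37 deg C, then exposed to compound by pintool overnight at 37 deg C. Rise in yellow fluorescence (Ex 488/Em 500-530, Acumen) marks blocked Vif-driven A3G degradation.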
PI4K2A inh: qHTS for small molecular inhibitors of PI4K2A; purified PI4K2A, ADP-Glo luminescence, 1 h; active compounds read low; AID 1346378, 2018; activity change, negative = inhibition, % at 76.9 µM; 0.13% of 420,000 active; in the data active = activity change below about -50%; inconclusive = mostly about -30% to -49%;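 note: -100% = wells without enzyme as full effect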
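PI4K2A activity was measured by ADP-Glo luminescence: enzyme (4 ug/mL stock) and phosphatidylinositol (1.2 mM stock) in Tris pH 7.5/MgCl2/EGTA/Triton X-100 buffer were reacted with ATP (300 microM stock) for one hour at ambient temperature.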
RXFP1 agonist: qHTS Assay for Agonists of the Relaxin Receptor RXFP1; Relaxin receptor 1 (Homo sapiens), Q9HBX9; 0.3% of 370,000 active; HEK293T-RXFP1 cAMP TR-FRET, 30 min; response scale: percent of porcine relaxin response, buffer zero; Potency, µM (doses to about 57.5 µM), inactives show at the top dose activation, usual class: activators; AID 2676, 2010; note: potency is the fitted concentration of half-maximal effect; % is set by controls: 0 for no effect and ±100 for the full control effect; nearly all actives have a fitted effect of over 60% in size; many of its hits are not listed in these tables
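cAMP rise read by TR-FRET after 30 min, 37C compound exposure (up to 58 uM) in RXFP1-transfected HEK293 cells with Ro 20174 present. EC50 from Hill-equation fits, with 29 nM porcine relaxin as 100% and buffer as basal.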
GRP78 ERSR act: qHTS for Inducers of the Endoplasmic Reticulum Stress Response (ERSR) in Human Glioma: qHTS. 0.02% of 420,000 active. U87-MG GRP78 promoter luciferase reporter, 16 h. Potency, µM, for the others: top-dose activation, actives largely listed as activators; note: potency is the fitted concentration of half-maximal effect; series mostly up to about 76 µM; % of control where 0% means no effect; nearly all actives have a fitted effect of over 35% in size
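Stably transfected U87-MG glioma cells carrying a GRP78-based luciferase sensor; 16 h compound incubation. Luminescence end-point read 10 min after Bright-Glo addition at room temperature.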
USP1 inh: Inhibitors of USP1/UAF1: Primary Screen; Ubiquitin carboxyl-terminal hydrolase 1 (Homo sapiens), O94782; recombinant USP1/UAF1, Ub-Rhodamine cleavage fluorescence; Potency, µM (highest dose often 57.1 µM), inactives show top-dose activity change, negative = inhibition, usual class: inhibitors; 0.23% of 390,000 active; note: potency is the fitted concentration of half-maximal effect; % is set by controls: 0 for no effect and ±100 for the full control effect; nearly all actives have a fitted effect of over 60% in size; inactives centre near -12
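Step one: compound is pinned into 1nM USP1/UAF1 in HEPES pH 7.8 buffer with TCEP. Step two: 15 min room-temperature incubation. Step three: Ub-Rho (150nM final) starts cleavage, tracked by fluorescence over six one-minute reads.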
Starred values were filed as active, the others as inactive; u = inconclusive; x = no result given; & = joins results of further samples; [ ] = another dose, or the depositor's remark. Unless noted, calls come from the whole dose curve; as a rule, active = well fitted curve in the direction sought with a large enough effect; inconclusive = small, poorly fitted or top-dose-only effect, or another doubt; inactive = no such curve, though single readings can be large; an effect the other way counts as inactive or inconclusive. The list is partial (hit frequency here may not be typical).

structure	TrxR1 substrate	LDHA inh	mIDH1 inhibitor	Vif-APOBEC3F blk	Vif-A3G inh	PI4K2A inh	RXFP1 agonist	GRP78 ERSR act	USP1 inh
Cc1ccc(S(=O)(=O)N[C@H](C(=O)OCC(=O)NC(=O)Nc2ccc3c(c2)OCCO3)C(C)C)cc1	10.8%[57.1 µM]	-0.8	2.2%	-4.1%	-1.1%	-3.8	-0.7%	-4.8%	-3.9%
N#Cc1c2c(c(-c3ccccc3Cl)[nH]c1=S)CCCC2	3.6%	-3.0	-1.5%	-0.6%	0.5%	0.3	u	-3.8%	-4.1%
OCCN(CC#CC(O)(c1ccccc1)c1cccc(F)c1)CCO (stereo not drawn)	-6.3%	-1.7	21.7%	3.1%	1.6%	-4.2	-2.1%	-3.8%	7.9%
CNc1cncc(-c2ccc(OC)cc2OC)n1	x	-0.4	x	x	-5.8%	-2.8	x	0.7%	x
CC(=O)Nc1cccc(-c2nc3ccc(NC(C)=O)cc3[nH]2)c1	438.9%[activator]	-7.6	0.7%	-7.5%	-3.9%	2.5	3.5%	-4.9%	-24.5%
CC(=O)Nc1nc(C)c(C(C)C)s1	5.0%	1.4	12.5%	-20.3%	0.6%	-0.5	3.7%	-2.9%	-24.8%
CCN(CC)c1ccc(NC(=O)C2CCC(CNc3c(N4CCCC4)c(=O)c3=O)CC2)c(C)c1 (stereo not drawn)	1.0%	1.3	-9.2%	1.0%	-2.0%	3.9	3.0%	-2.5%	-19.0%
COc1ccc(NC(=O)N(Cc2cc3cc(OC)ccc3[nH]c2=O)CC2CCCO2)cc1 (stereo not drawn)	13.6%[57.1 µM]	-1.4	12.5%	6.9%	2.2%	5.2	0.0%	-3.6%	-3.8%
Cc1ccc([C@@H]2CC=C(C(=O)O)[C@H](c3ccccc3)N2S(=O)(=O)c2ccc(C)cc2)cc1	3.7%	-3.1	-7.1%	-1.7%	-1.5%	2.0	-0.2%	-2.7%	-23.7%
Cn1nc(CC(=O)Nc2ccc(N3CCN(C(=O)OC(C)(C)C)CC3)cc2)c2ccccc2c1=O	-14.4%[57.1 µM]	-2.1	0.5%	1.9%	1.4%	2.2	0.8%	-4.4%	-5.8%
Cc1ccc(S(=O)(=O)N2[C@H](C(C)C)[C@H]3[C@H]4C(=O)N(c5ccccc5)C(=O)[C@H]4CC(=O)[C@H]3[C@@H]2c2ccccc2)cc1	x	-2.2	x	x	0.7%	-2.4	x	-5.6%	x
COC(=O)c1ccc(COC(=O)C2CCN(S(=O)(=O)c3c(C)cc(C)cc3C)CC2)o1	x	-6.4	-5.8%	-7.6%	0.8%	-0.9	x	-3.9%	-8.4%
O=[N+]([O-])c1ccc(-c2ccc(/C=N/Nc3nc(N4CCCCC4)nc(N4CCCCC4)n3)o2)cc1	-0.5%[57.1 µM]	-8.0	1.0%	u	-1.0%	0.7	-0.1%	-3.2%	u
CCOC(=O)c1scc(-c2ccccc2)c1S(=O)(=O)Nc1ccccc1OC	-1.4%[57.1 µM]	2.6	-9.1%	1.1%	1.3%	-10.6	-0.5%	-1.3%	-28.9%
COc1ccccc1-c1nnc(SC/C(O)=C(\C#N)c2nc3ccccc3[nH]2)n1C1CCCCC1	-15.0%	4.7	-16.7%	-0.9%	-0.4%	-2.4	1.6%	1.8%	-22.0%
Cc1ccc(-n2c(=O)c3oc4ccccc4c3n(CC(=O)Nc3ccc(F)c(Cl)c3)c2=O)cc1C	15.6%	-13.1	-4.8%	8.8%	-5.1%	-1.4	0.4%	-0.1%	-9.7%
CC(C)(C)C(=O)N1CCN(c2ccc([N+](=O)[O-])c(NCC3CCCO3)c2)CC1 (stereo not drawn)	-2.7%	-1.0	4.3%	-3.5%	-1.7%	-2.1	3.2%	-1.6%	u
COC(=O)c1[nH]c2ccccc2c1NC(=O)CN1CCN(c2cccc(Cl)c2)CC1	-6.9%[57.1 µM]	-2.2	6.8%	-3.1%	1.9%	2.2	4.2%	-2.8%	-17.3%
Cc1nc2c(c3c1[nH]c1ccccc13)C(=O)CC(C)(C)C2	5.9%	-0.4	0.1%	1.5%	-6.8%	2.0	0.2%	-7.1%	-13.7%
CCOC(=O)N1C(=O)[C@@](CC)(c2ccccc2)N1C(=O)OCC	-8.9%	-4.0	-7.7%[38.3 µM]	3.5%	-18.3%	1.7	-3.0%	-6.4%	u
COc1ccc(OC)c(NC(=O)CN(C)S(=O)(=O)c2ccc3[nH]c4c(c3c2)CCCC4)c1	-10.6%	3.4	-10.6%	0.6%	1.4%	1.7	1.2%	-4.0%	-11.3%
COc1ccc(NC(=O)Cn2c(=O)n(CC3CCCO3)c(=O)c3ccccc32)c(OC)c1 (stereo not drawn)	0.7%&6.6%	-2.1&-4.2	5.4%&-8.5%	-5.2%&-8.9%	-0.9%&0.8%	0.6&5.6	3.3%&4.7%	-5.2%&-2.6%	-3.3%&-31.4%
COc1cc(/C=N/N2CCN(c3ccc(Cl)cc3)CC2)cc(OC)c1OC(C)=O	-2.8%	-6.0	-6.8%	-6.8%	2.0%	1.2	-0.6%	-1.5%	-9.5%
COc1ccc(C(=O)N(C(C)C)C(C)C)c(OC)c1	2.5%	-6.6	15.0%	x	1.2%	-0.8	2.1%	-5.7%	-2.5%
Cc1ccc(S(=O)(=O)NCC2CCC(C(=O)NCCc3ccccc3)CC2)cc1 (stereo not drawn)	0.2%	3.9&-6.1	-12.5%	7.1%	-0.6%	1.0	0.4%	-3.2%	-10.1%
Cc1ccc(Sc2c(C)nn(C(=O)C3CC3)c2C)cc1	-4.2%	-5.4	7.0%	-17.0%	-0.4%	2.0	0.6%	-1.8%	-3.6%
CC(=O)c1c(N(C)C)ccnc1C(F)(F)F	-10.2%	-2.7	9.0%	x	-0.8%	-1.0	0.7%	-5.4%	-12.9%
Cc1cc(C)nc(Sc2nc(Nc3ccccc3)nc(Sc3nc(C)cc(C)n3)n2)n1	2.9%	-6.1	1.7%	-0.7%	u	3.5	-0.2%	-1.5%	-6.2%
Cc1ccc(NC(=O)c2cccc(NC(=O)/C=C/c3ccco3)c2)cc1C	-5.8%	-6.7	1.3%	-10.1%	-2.4%	-9.8	-2.1%	6.2%	-25.6%
COc1ccc(-c2cnn3c(N)c(S(=O)(=O)C(C)(C)C)cnc23)cc1	-13.3%	8.5	4.3%	-23.8%	-5.4%	2.1	16.2%	4.5%	-3.0%
O=C(COC(=O)c1cccnc1Cl)NCc1cccs1	2.5%	-0.5	-5.8%	1.0%	7.6%	-4.9	0.6%	0.7%	-11.1%
Cn1c(SCC(=O)N2CCc3ccccc32)nc2cccnc21	3.3%[57.1 µM]	-3.2	5.5%	1.7%	0.9%	-9.7	-0.4%	-2.4%	-10.9%
Cc1ccc(-n2c(Cc3cccn3C)nnc2SCC(=O)Nc2nnc(C)s2)cc1	4.7%	-0.5	6.6%	-16.0%	-0.9%	-7.9	1.9%	2.3%	-10.4%
CC1CCN(C(=O)c2c(NC(=O)c3ccccc3Cl)sc3c2CCC(C(C)(C)C)C3)CC1 (stereo not drawn)	-6.1%	-1.5	-0.4%	3.8%	0.4%	1.2	-0.2%	-1.9%	-25.4%
Cc1ccc(C)c(OCc2cc(C(=O)N3CCc4sccc4C3)no2)c1	-12.7%	-6.2	-1.0%	-5.1%	-1.0%	0.4	0.5%	-3.6%	-16.6%
CC(=O)Oc1ccc(/C=C(\NC(=O)c2ccco2)C(=O)Nc2ccc(C(C)=O)cc2)cc1	-2.2%	-2.9	0.4%	3.2%	2.0%	1.9	-0.9%	-0.3%	-19.0%

No new results follow: two of the compounds above.
structure	TrxR1 substrate	LDHA inh	mIDH1 inhibitor	Vif-APOBEC3F blk	Vif-A3G inh	PI4K2A inh	RXFP1 agonist	GRP78 ERSR act	USP1 inh
Cc1ccc(C)c(OCc2cc(C(=O)N3CCc4sccc4C3)no2)c1	-12.7%	-6.2	-1.0%	-5.1%	-1.0%	0.4	0.5%	-3.6%	-16.6%
CC(=O)Oc1ccc(/C=C(\NC(=O)c2ccco2)C(=O)Nc2ccc(C(C)=O)cc2)cc1	-2.2%	-2.9	0.4%	3.2%	2.0%	1.9	-0.9%	-0.3%	-19.0%
